High-throughput results deposited in PubChem BioAssay by several laboratories.
MsrA inhibitor – inhibitors of bovine MsrA; 360,000 tested, 0.75% active; inhibition, % at 15.5 µM; purified bovine MsrA, absorbance read-out; in the data active = inhibition above about 4.5%;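 note: 0% = vehicle wells with enzyme and 100% = reference inhibitor wells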
SUMO1 PPI mod – SUMO1-SIM interaction modulation. P63165. SUMO1 binding to a labelled peptide, TR-FRET, 1 h. inhibition, % at 20 µM. 360,000 tested, 0.33% active. AID 602429; in the data active = inhibition above about 37%
CSN deneddyl inh – inhibitors of human CSN-mediated cullin deneddylation | Q92905 | Purified CSN, SCF-Nedd8-OG deneddylation, fluorescence polarization | inhibition, % at 12.5 µM | 360,000 tested, 0.38% active | AID 651999;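 active = pattern-corrected inhibition above about 35%, with an unprinted fluorescence ratio check between 0.5 and 1.5, limit read from the data, passing the limit was not always enough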;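 note: 0% = enzyme with substrate and 100% = substrate without enzyme; some results filed as inactive read as strong as hits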
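Material: purified human Csn5 enzyme expressed in HEK293T cells / Medium: Tris buffer pH 7.5, NaCl, DTT, Tween-20, trehalose, ovalbumin / Compound dosing: 12.5 µM single point / Schedule: 90 min incubation of compound, enzyme and substrate at room temperature / Signal: fluorescence polarization of the substrate / Control set: no-enzyme wells high, enzyme-with-substrate wells low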
Scp-1 inhibitor – inhibitors of human Scp-1 phosphatase | Q9GZU7 | Recombinant Scp1, phosphopeptide, malachite green phosphate absorbance | inhibition, % at 20 µM | 340,000 tested, 0.88% active;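 active = inhibition above about 50% at 20 µM, limit read from the data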;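 note: plate controls were DMSO wells with enzyme for no effect and wells lacking enzyme for full effect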
Target sequence (Q9GZU7 76-261 limits assumed): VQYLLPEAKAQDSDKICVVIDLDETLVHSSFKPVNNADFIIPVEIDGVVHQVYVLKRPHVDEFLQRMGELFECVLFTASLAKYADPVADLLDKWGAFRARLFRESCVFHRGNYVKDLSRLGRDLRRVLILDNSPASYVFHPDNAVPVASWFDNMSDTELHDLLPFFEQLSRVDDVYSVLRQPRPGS
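System: SCP-1 catalytic domain; Reagent: Phospho 17-mer peptide substrate; Doses: one concentration, 20 µM, with 1.0% DMSO; Incubation: 45 min room-temperature reaction, 5 min colour, 30 min stabiliser; Signal: Phosphate-binding colour reagent, absorbance read at 630 nm.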
LMPTP inh – LMPTP (human) inhibition; P24666; recombinant LMPTP-A, OMFP fluorogenic substrate, fluorescence intensity; inhibition, % at 20 µM; 360,000 tested, 0.22% active; AID 651560;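 active = compounds that cut the enzyme signal by at least half of the control window in the single-dose screen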;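 note: plate controls were DMSO wells with enzyme plus substrate for no effect and substrate without enzyme for full effect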
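Test system: LMPTP-A, protein tyrosine phosphatase of low molecular weight; Input: 0.625 nM enzyme; Incubation: 50 min dark incubation at room temperature; Signal: endpoint fluorescence intensity from OMFP dephosphorylation; Read-out basis: % inhibition versus control wells.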
STEP inh – blocks human striatal-enriched tyrosine phosphatase; 360,000 tested, 0.25% active; recombinant STEP, OMFP fluorogenic substrate, fluorescence; inhibition, % at 20 µM;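 active = inhibition at 20 µM, scaled per plate between control wells, above about 37%, limit read from the data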;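 note: 0% = DMSO with enzyme and substrate and 100% = substrate only without enzyme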
Target sequence (P54829 whole entry, looked up): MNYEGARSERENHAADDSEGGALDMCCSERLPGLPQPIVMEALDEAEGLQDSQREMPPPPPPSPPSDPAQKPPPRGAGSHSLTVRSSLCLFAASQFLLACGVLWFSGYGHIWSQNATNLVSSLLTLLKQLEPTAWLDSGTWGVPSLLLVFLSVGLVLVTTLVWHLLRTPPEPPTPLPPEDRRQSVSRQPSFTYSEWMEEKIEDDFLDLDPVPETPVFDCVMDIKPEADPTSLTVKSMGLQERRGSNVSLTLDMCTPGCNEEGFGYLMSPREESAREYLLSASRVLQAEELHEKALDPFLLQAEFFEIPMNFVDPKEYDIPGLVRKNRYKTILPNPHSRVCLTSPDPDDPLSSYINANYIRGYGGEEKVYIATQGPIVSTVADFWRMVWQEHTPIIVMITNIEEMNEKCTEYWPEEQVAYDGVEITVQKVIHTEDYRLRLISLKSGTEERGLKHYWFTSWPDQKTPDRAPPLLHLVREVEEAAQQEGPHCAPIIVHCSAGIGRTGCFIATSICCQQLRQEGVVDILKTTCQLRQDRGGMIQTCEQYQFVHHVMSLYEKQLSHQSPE
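Assay system: isolated STEP enzyme. Buffer or medium: pH 6.0 Bis-Tris with DTT and Tween 20. Also added: fluorogenic phosphatase substrate OMFP at 25 µM final. Dosing: 20 µM, 1% DMSO. Timing: 20 min reaction, room temperature, in the dark. Measured by: fluorescence intensity, excitation 480 nm, emission 540 nm. Evaluation: normalized % inhibition.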
DNMT1 block – blocks human DNA methyltransferase DNMT1; DNMT1 molecular beacon, Hinp1I cleavage, fluorescence; inhibition (reported as % activation of signal), % at 10 µM; 360,000 tested, 0.83% active; in the data active = inhibition above about 50%
Tb MetRS inh – Trypanosoma brucei MetRS inhibition; inhibition, % at 11.9 µM; 360,000 tested, 0.4% active; purified T. brucei MetRS, ATP depletion, Kinase-Glo luminescence;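 active = inhibition above a per-plate cutoff of the control wells' mean inhibition plus 3 SD, cut at about 5.5% in these data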;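 note: 0% = DMSO wells median and 100% = median of wells with control inhibitor compound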
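System: purified T. brucei MetRS enzyme / Detection: Kinase-Glo luciferase luminescence reporting remaining unconsumed ATP / Medium: HEPES buffer with MgCl2, KCl, DTT, spermine, BSA, pyrophosphatase / Replication: singlicate, one well per compound / Evaluation: percent inhibition relative to median high and low control wells / Schedule: 2 h aminoacylation at 25 °C after 15 min preincubation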
NadD inh – blocks S. aureus nicotinate mononucleotide adenylyltransferase; purified NadD enzyme, colorimetric absorbance read-out; inhibition, % at 20 µM; 360,000 tested, 0.78% active; in the data active = inhibition above about 26%; note: some compounds past the cut are filed as inactive
Rpn11 block – blocks the human proteasome subunit Rpn11 | O00487 | human 26S proteasome, Ub4-pepOG fluorescence polarization; 20S core pre-blocked with epoxomicin | calls only at 20 µM | 360,000 tested, 0.59% active;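 active = inhibition at 20 µM, scaled to each plate's controls, above about 33%, limit read from the data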
Target sequence (O00487 whole entry, looked up): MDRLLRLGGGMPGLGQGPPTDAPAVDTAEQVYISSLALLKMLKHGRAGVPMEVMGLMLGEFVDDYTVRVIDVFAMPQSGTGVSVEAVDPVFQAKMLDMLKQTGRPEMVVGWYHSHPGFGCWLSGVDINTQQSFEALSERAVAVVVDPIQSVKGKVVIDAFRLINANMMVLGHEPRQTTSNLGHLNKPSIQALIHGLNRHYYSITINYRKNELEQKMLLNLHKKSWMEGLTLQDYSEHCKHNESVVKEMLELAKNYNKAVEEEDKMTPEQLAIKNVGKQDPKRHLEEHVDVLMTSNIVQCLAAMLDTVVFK
Numbers without * were called inactive; i = inactive; nt = no result given.

Under each structure – MsrA inhibitor	SUMO1 PPI mod	CSN deneddyl inh	Scp-1 inhibitor	LMPTP inh	STEP inh	DNMT1 block	Tb MetRS inh	NadD inh	Rpn11 block
- Cc1cccc(CC(=O)Nc2ccc(C(=O)N3CCCCC3)cc2)c1
→ 0.4	2	4	-1	-0.8	2	0	-0.5	-2	i
- CCc1cccc(C)c1NC(=O)COC(=O)c1cc([N+](=O)[O-])ccc1N1CCOCC1
→ 2.4	-6	-1	-9	0.4	1	0	-0.2	-3	i
- CCc1ccc(CN2CCC(n3nccc3NC(=O)c3ccccc3)CC2)o1
→ 1.1	1	-4	-9	0.6	-2	0	-0.8	1	i
- O=C(Nc1ccc2nccnc2c1)c1ccco1
→ 2.3	-15	11	-12	-0.6	-3	-3	-0.5	0	i
- Cc1ccc(N2C(=O)c3cccc4c(N)ccc(c34)C2=O)c2cccnc12
→ -0.3	-13	-78	67*	40	-23	48	-0.2	2	nt
- O=c1c2c(O)cc(O)cc2oc2ccc(O)c(O[C@@H]3O[C@H](CO)[C@@H](O)[C@H](O)[C@H]3O[C@H]3O[C@H](CO)[C@@H](O)[C@H](O)[C@H]3O)c12
→ 3.2	-2	3	4	1.5	2	2	0.7	3	i
- COc1ccc(N(CC(=O)NCCSCc2cccc(Cl)c2)S(C)(=O)=O)cc1
→ 0.7	-1	6	-6	0.0	-2	-1	1.1	-7	i
- CN(CCC1CCCCO1)C(=O)CCc1nnc(CCCCc2ccccc2)o1 (configuration not stated)
→ 1.4	0	1	-7	-0.8	2	1	-0.5	1	i
- O=C(N/N=C/c1ccsc1)c1ccccn1
→ 2.2	-5	6	16	0.0	0	3	-1.9	0	i
- CSc1ccc(CN(C)C(=O)CSCC(=O)Nc2ccc(C)cc2)cc1
→ -0.1	-40	-5	-15	-9.2	-1	-4	0.3	12	i
- CC(=O)OCCNC(=O)Cn1cnc2c1c(=O)n(C)c(=O)n2C
→ 1.8	-1	-5	6	-0.8	-2	-4	-0.9	-3	i
- O=C(COC(=O)c1cc(Br)ccc1O)c1ccc(F)cc1
→ 0.1	-19	3	-15	-2.0	-1	6	-0.3	0	i
- COc1ccc(C2/C(=C(/O)c3ccc(F)cc3)C(=O)C(=O)N2c2ccccn2)cc1OC (configuration not stated)
→ 2.3	-5	-3	-5	-1.3	-2	-1	-0.3	-1	i
- Cc1ccccc1C1CCCN(C(=O)c2cc(COc3c(F)cccc3F)on2)C1 (configuration not stated)
→ 1.2	5	0	-20	5.7	0	-2	-0.1	-5	i
- CC(C)(C)C1CCc2c(sc(N)c2C(N)=O)C1 (configuration not stated)
→ nt	-7	11	-9	-1.2	1	-8	0.1	6	i
- CCC(=O)Nc1ccc(S(=O)(=O)Nc2cc(C)on2)cc1
→ -0.3	1	-1	-4	0.3	1	-1	-0.3	1	i
- CC1=C(C(=O)OC(C)C)C2(O)C(=O)c3ccccc3C2(O)N1 (configuration not stated)
→ 0.0	-3	0	2	0.4	0	-19	-0.3	-3	i
- O=C(Nc1ncccc1O)c1ccc(S(=O)(=O)NCc2ccco2)cc1
→ 0.7	-5	-2	nt	-1.6	-1	7	-0.2	-3	i
- O=C(CSc1nc(-c2ccc(Cl)cc2)cs1)Nc1cccc([N+](=O)[O-])c1
→ 1.0	-4	3	-15	3.1	1	-5	0.2	-8	i
- CC(C)(O)CC[C@H](OC(=O)c1ccccc1)[C@](C)(O)[C@H]1CC[C@@]2(O)C3=CC(=O)[C@@H]4C[C@@H](O)[C@H](O)C[C@]4(C)C3CC[C@]12C (some centres not stated)
→ -1.5	0	-3	-1	-1.0	-3	2	-0.6	-8	i
- Cc1ccc2oc(-c3ccccc3C(=O)O)cc(=O)c2c1
→ 1.2	-2	-3	-14	-1.1	4	4	-0.6	-1	i
- COCCNC(=O)c1cc(-c2ccccc2OC)on1
→ 0.8	-7	1	-6	1.8	-2	-2	-0.4	4	i
- Cc1cc(OCC(=O)N(C)Cc2ccccc2)ccc1Cl
→ -1.0	1	0	-2	0.0	0	1	-1.0	-3	i
- CCCCNC(=S)NNC(=O)c1c(Cl)c(C)nn1C
→ 0.3	-1	2	-5	-1.1	-1	0	-0.2	3	i
- O=C(CC(c1ccccc1)C1CCCCC1=O)c1ccco1 (configuration not stated)
→ -0.3	-3	11	0	-1.0	3	0	-0.3	3	i
- CCN(CC)c1ccc(/C=C(\C#N)C(=O)NCc2ccccc2)cc1
→ nt	-11	3	-6	5.3	2	-3	-0.5	-4	i
- CC1CN(C(=O)Nc2ccc(F)cc2)C2(CCCCCC2)O1 (configuration not stated)
→ -0.2	3	6	-3	-0.2	1	1	-0.4	-4	i
- CC(C)NC(=O)CSc1nnc2sc3ccccc3n12
→ nt	2	2	7	-0.4	0	7	0.4	1	i
- CCN1CCN=C1Nc1ccccc1
→ 1.5	1	-4	-2	-0.1	-4	2	0.2	-10	i
- CC12CCCCC1(O)[N+](=O)C1=C(CCCC1)N2[O-] (configuration not stated)
→ -0.1	2	-4	1	-0.9	-2	-1	-1.2	5	i

Reprinted at random: 2 records from the list.
Under each structure – MsrA inhibitor	SUMO1 PPI mod	CSN deneddyl inh	Scp-1 inhibitor	LMPTP inh	STEP inh	DNMT1 block	Tb MetRS inh	NadD inh	Rpn11 block
- O=C(CC(c1ccccc1)C1CCCCC1=O)c1ccco1 (configuration not stated)
→ -0.3	-3	11	0	-1.0	3	0	-0.3	3	i
- O=C(Nc1ncccc1O)c1ccc(S(=O)(=O)NCc2ccco2)cc1
→ 0.7	-5	-2	nt	-1.6	-1	7	-0.2	-3	i

Further compounds
Under each structure – MsrA inhibitor	SUMO1 PPI mod	CSN deneddyl inh	Scp-1 inhibitor	LMPTP inh	STEP inh	DNMT1 block	Tb MetRS inh	NadD inh	Rpn11 block
- CCOc1ccccc1C(=O)NCC(=O)OCC(=O)N1C(C)CCCC1C (configuration not stated)
→ -0.9	-4	13	-2	-0.4	4	1	-0.1	-1	i
- O=C(NCC(c1cccs1)N1CCOCC1)c1ccc(Cl)c([N+](=O)[O-])c1 (configuration not stated)
→ -0.2	-11	-1	2	-1.4	-3	2	-1.4	0	i
- CCOC(=O)CNc1c(-c2ccc(OC)cc2)nc2ccc(Cl)cn12
→ 0.9	-19	2	-2	0.9	0	0	-0.2	4	i
- O=C(NCCN1CCOCC1)N1c2ccccc2Sc2ccccc21
→ 2.6	-2	2	-5	-0.8	-2	1	-0.1	-4	i
- COC(=O)C1=C(C)NC(=S)NC1c1ccc(OC(=O)c2ccco2)cc1 (configuration not stated)
→ 2.4	0	2	-1	-1.4	-2	-4	-1.6	5	i
- O=C(O)C1C2OC3C(OC(=O)C31)C2Br (configuration not stated)
→ -0.3	3	-5	-12	-1.8	-2	-3	-0.2	-4	i
- CC(NC(=S)Nc1ccccc1)C(c1cccs1)N1CCOCC1 (configuration not stated)
→ 0.3	-1	1	-3	-0.9	-2	2	0.2	-9	i
- Cc1cccc(CN2CCc3c([nH]c4ccccc34)C2C(C)(C)C)n1 (configuration not stated)
→ -0.9	-2	7	-5	-0.9	-3	-2	1.8	-4	i
- CCCCCCCCCNC(=O)[C@H](NC(=O)COc1ccccc1)[C@@H]1NC(C(=O)OC)C(C)(C)S1 (some centres not stated)
→ 0.3	2	4	-7	-2.3	0	-6	-0.2	0	i
- COC(=O)CSc1nnc(CCc2ccccc2)n1C
→ -1.2	-1	1	-7	2.4	-3	-2	0.4	-2	i
- O=C(Nc1nnc(C2CCCC2)s1)C1CCN(S(=O)(=O)c2ccc(Cl)cc2)CC1
→ -1.3	-5	7	-9	-1.3	-2	-1	0.0	13	i
- COc1ccccc1-n1c(N)c(C(=O)NCC2CCCO2)c2nc3ccccc3nc21 (configuration not stated)
→ 1.7	-15	0	-5	0.5	2	-9	-0.2	-5	i
- Cc1cc(C)cc(N=c2c([N+](=O)[O-])nn(-c3cccc(Cl)c3)n2O)c1
→ 0.4	-26	1	-11	2.7	3	-3	-0.7	6	i
- Cc1ccc(-n2c(SCc3cc(=O)n4ccsc4n3)nnc2-c2cccnc2)c(C)c1
→ 0.1	0	4	1	0.4	-1	7	0.2	4	i
- CC1CCc2c(sc3nc(CSc4nnnn4C)[nH]c(=O)c23)C1 (configuration not stated)
→ 0.7	-1	3	-2	2.2	1	0	0.0	0	i
- Cc1ccc(-c2[nH]c3ccccc3c2SCCNC(=O)c2ccc(S(=O)(=O)N3CCOCC3)cc2)cc1
→ 3.0	6	1	-8	1.6	2	-12	-0.5	-2	i
- Cc1cc(C)n(CC(=O)N/N=C/c2ccc3c(c2)OCO3)n1
→ 0.8	-1	-1	-5	-1.0	-1	0	-0.4	-1	i
- CN1CCCN(C(=O)Cc2c(Cl)cccc2Cl)c2nc3ccccc3nc21
→ -0.2	3	0	-8	0.3	-2	5	-0.2	-6	i
- O=C(c1cccc(C(F)(F)F)c1)C1CCCN(C(=O)CCCn2cncn2)C1 (configuration not stated)
→ -0.2	-1	-3	-5	-0.8	0	1	0.6	0	i
- Cc1ccc2[nH]c3c(=O)n(CC(=O)NCCCN(C)Cc4ccccc4)ncc3c2c1
→ -0.2	-7	-2	-7	0.9	-1	5	-0.1	2	i
- COc1ccc(-c2nn(C)c3sc(C(=O)NCCN(C)C)cc23)cc1OC
→ 3.4	8	2	-7	2.4	3	4	-0.6	-8	i
- COc1ccc(C)cc1NC(=O)CCS(=O)(=O)c1ccc2c(c1)oc(=O)n2C
→ -0.8	3	-5	1	-0.9	0	-2	0.0	-4	i
- COc1ccc(-c2cc(-c3ccccc3)no2)cc1
→ -0.8	-1	-3	-7	0.9	2	8	0.3	-5	i
- N#Cc1cc([N+](=O)[O-])ccc1NCCCn1ccnc1
→ 1.7	-26	-3	1	-3.4	-5	5	-1.0	2	i
- CCc1nnc(NC(=O)c2ccc(S(=O)(=O)NCC(C)C)cc2)s1
→ 0.3	3	4	10	1.0	0	0	-0.2	-10	i
- CC(=O)N1N=C(c2ccccc2)CC1c1cn(Cc2ccccc2)c2ccccc12 (configuration not stated)
→ 0.8	-2	1	-8	4.3	0	-1	0.1	-5	i
- C/C(=N\NC(=O)c1ccco1)c1ccc(-c2ccccc2)cc1
→ -0.1	4	-2	-5	2.4	1	16	0.3	9	i

Printed as active in Scp-1 inhibitor, among the entries above:
compound,MsrA inhibitor,SUMO1 PPI mod,CSN deneddyl inh,Scp-1 inhibitor,LMPTP inh,DNMT1 block,Tb MetRS inh,NadD inh,Rpn11 block
Cc1ccc(N2C(=O)c3cccc4c(N)ccc(c34)C2=O)c2cccnc12,-0.3,-13,-78,67*,40,48,-0.2,2,nt
